Screens as filed in PubChem.
SV40 large T antigen = TAg ATPase/helicase activity blockers – biochemical (AID 1903). inhibition, % at 20 µM; hits with a dose series show IC50 in µM. actives 0.39% (n = 310,000). SV40 large T antigen ATPase/helicase inhibition assay; higher % means a stronger effect; in the data active = a potency from the dose series; also: strong numbers were not always called active
RSV CPE inhibition = RSV antiviral activity via CPE protection, HEp-2 cells, primary 10 µM value included (AID 2391). HEp-2 cells, RSV-induced CPE inhibition; higher % means a stronger effect. CPE inhibition, % at 10 µM; hits with a dose series show IC50 in µM. actives 0.13% (n = 310,000); in the data active = a potency from the dose series; also: strong numbers were not always called active
UTI89 phage lysis = protection from phage-mediated lysis, alamar blue read-out – E. coli UTI89, K1F phage, bacterial capsule biogenesis inhibitors (AID 488966); actives 0.02% (n = 340,000); E. coli UTI89 K1F phage lysis, alamar blue, 2 h; higher % means a stronger effect; inhibition, % at 100 µM, or IC50 in µM where a hit was titrated;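 active = phage lysis inhibition, versus mean bacterial control, above a set limit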;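 also: capsule biogenesis inhibitors block K1F phage lysis so surviving cells raise fluorescence; higher fluorescence means more inhibition of phage lysis; actives were called in the ten point dose series up to 300 µM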
West Nile virus CPE = West Nile virus antiviral activity, cell-based, CPE readout (AID 1621). West Nile virus-infected cells, CPE inhibition; higher % means a stronger effect. CPE inhibition, % at 10 µM, or IC50 in µM where a hit was titrated. actives 0.02% (n = 290,000); in the data active = a potency from the dose series; also: strong numbers were not always called active
XIAP antagonists = XIAP antagonists, biochemical, IAP family, fluorescence polarization (AID 1018); XIAP BIR domain, fluorescence polarization peptide displacement; higher % means a stronger effect; displacement, % at 20 µM, or IC50 in µM where a hit was titrated; actives 0.007% (n = 200,000); in the data active = displacement above about 50%; also: a part of the inactive calls stands beside numbers as strong as those of hits
ER stress rescue = rescue of cells from ER stress-induced death, primary screen, 384-well, CSM14.1, thapsigargin, ATP luminescence (AID 1222); 190,000 tested, under 10 active; cellular ATP content (survival), % at 20 µM; hits with a dose series show EC50 in µM; CSM14.1 thapsigargin-induced death rescue, ATP luminescence; higher % means a stronger effect;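 active = EC50 below 50 µM in the dose-response confirmation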;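 also: death triggered by thapsigargin at about 15 µM added after 2 h compound pretreatment; cell ATP read after overnight thapsigargin exposure of roughly 18 to 22 hours; normalized against plate controls of thapsigargin alone and 5% DMSO vehicle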
Yfh1-depleted yeast = enhancers of respiration in Yfh1-depleted yeast, dose response, Friedreich's ataxia, plus single-dose screen (AID 1465). S. cerevisiae Yfh1-off respiration, WST-1 reduction, 72 h; higher fold induction means a stronger effect. fold induction at 50 µM; hits with a dose series show EC50 in µM. actives 0.074% (n = 220,000);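 active = fold induction of absorbance versus untreated yeast above a set limit, then at least 30% activation at any dose in follow-up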;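 also: activators that raise dye reduction in frataxin-depleted yeast; strong numbers were not always called active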
NS5 inhibitors = Dengue-2 NS5 methyltransferase inhibitors, primary screen, biochemical, confirmation dose response (AID 588689); one-dose inhibition, % at 25 µM; IC50 in µM for titrated hits; Dengue-2 NS5 methyltransferase capping enzyme assay, biochemical; higher % means a stronger effect; actives 0.3% (n = 340,000); in the data active = a potency from the dose series
WT yeast gro inh = growth inhibition of WT yeast, mitochondrial fusion screen. inhibition, % at 10 µM. mitochondrial fusion phenotypic screen, WT strain. AID 1362. actives 2.1% (n = 190,000); in the data active = inhibition above about 58%; tested in S. cerevisiae
WT yeast gro inh mutant strain = recorded beside WT yeast gro inh, whose call it bears; inhibition, %; mitochondrial fusion phenotypic screen, mutant strain inhibition
NS5 inhibitors pilot replicate = recorded beside NS5 inhibitors, whose call it bears; inhibition, %; measured here: pilot screen replicate inhibition
* marks the source's active call; other numbers are inactive results; i = inactive; . = not tested or not shown; [ ] = dose if it differs, or a comment.

SMILES	SV40 large T antigen	RSV CPE inhibition	UTI89 phage lysis	West Nile virus CPE	XIAP antagonists	ER stress rescue	Yfh1-depleted yeast	NS5 inhibitors	WT yeast gro inh	WT yeast gro inh mutant strain	others
Cc1ccccc1CSc1nnc(-c2ccncc2)n1C	5%	1.5%	-0.3%[50 µM]	-0.6%	.	.	.	-8%	.	.
CCOC(=O)c1ccc(NC(=O)C(=O)NCc2ccccn2)cc1	-2%	1.1%	4.7%	0.0%	-14%	-0.7%	i	9%	-1	-8
Cc1ccc(OCC(O)Cn2c(N3CCCCC3)nc3c2c(=O)[nH]c(=O)n3C)cc1C (stereo not drawn)	12%	6.9%	0.2%	-0.3%	.	.	.	0%	.	.
CCC1CCCCN1CCCNC(=O)CN1C(=O)c2cccnc2Oc2ccc(C)cc21 (stereo not drawn)	0%	0.0%	0.1%	0.0%	.	.	.	-13%	.	.
COc1cc(/C=N/NC(=O)c2ccncc2)ccc1OCC(=O)Nc1ccc(C)c(C)c1	13%	1.8%	0.3%	-0.4%	.	.	.	-7%	.	.
CC(=O)Nc1cc(C(=O)c2ccccc2)ccc1N1CCOCC1	2%	2.4%	0.0%	0.3%	-7.2%	-2.7%	i	5%	9	15
CC/C(=N\Nc1ccc([N+](=O)[O-])cc1[N+](=O)[O-])c1ccc(O)cc1	10%	2.8%	0.0%	-2.5%	.	.	.	8%	.	.
CC(C)CN(C(=O)COC(=O)CCN1C(=O)c2ccccc2C1=O)C1CCS(=O)(=O)C1 (stereo not drawn)	2%	1.9%	0.1%	0.2%	0.3%	-2.0%	i	-8%	5	4
Cc1cc(Cl)ccc1NC(=O)CN1C(=O)CSc2ccc(S(=O)(=O)N3CCOCC3)cc21	2%	3.2%	0.2%	0.0%	.	.	.	5%	.	.
Cc1ccc(OCCNC(=O)CCC(=O)N2CCOCC2)cc1	13%	-0.8%	-0.9%	.	.	.	.	-1%	.	.
O=C(CNc1ccc(F)cc1)N/N=C1\CCc2ccccc21	12%	-0.3%	-0.1%	0.1%	-3.7%	-0.2%	i	-3%	3	8
Cc1ccccc1NS(=O)(=O)c1cc(C(=O)NCCSC2CCCCC2)ccc1C	5%	11%	-0.1%	3.2%	-24%	-0.2%	i	-2%	-5	-6
N#C/C=C\Oc1ccc(Cl)cc1N	30%	-1.6%	0.0%	.	-5.3%	-1.9%	.	-2%	-11	-12
Fc1cccc(Cc2noc(CN3CCCN(C4Cc5ccccc5C4)CC3)n2)c1	24%	-3.0%	-0.7%	-0.8%	-2.9%	3.2%	i	-9%	6	16
CC(C)CCn1c(=O)c2c(nc3n2CCCN3Cc2ccccc2)n(C)c1=O	7%	22%	0.1%	-0.6%	.	.	.	-5%	.	.
Nc1cnc(-c2ccccc2)nc1Cl	8%	1.5%	1.0%[50 µM]	0.5%	-5.7%	-1.8%	i	-4%	-17	6
Cc1ccc(CS(=O)(=O)Cc2ccc(C(=O)NC3CCCC3)o2)cc1	6%	0.6%	0.3%	-0.5%	.	.	.	1%	.	.
CC1CCC(=NNC(=O)c2ccccc2-n2cccc2)CC1 (stereo not drawn)	17%	0.1%	0.0%[50 µM]	.	.	.	.	-3%	.	.
Cc1ccc(OCCn2nnc3ccccc32)cc1C	15%	13%	0.3%	-1.3%	.	.	.	-5%	.	.
N#Cc1c(-c2ccc(Cl)cc2Cl)nc2n(c1=O)CCS2	0%	1.6%	0.3%	0.4%	-7.4%	0.2%	i	-1%	-6	0
COc1cc(OC)cc(C(=O)OCC(=O)NCCCc2ccccc2)c1	21%	1.7%	0.3%	-0.4%	.	.	.	-5%	.	.
CC(C)Cn1c(N)c(C(=O)COC(=O)CCNS(=O)(=O)c2ccccc2)c(=O)n(C)c1=O	9%	0.4%	1.1%[50 µM]	.	.	.	.	-4%	.	.
COc1cccc(/C=N/NC(=O)c2ccc([N+](=O)[O-])cc2Cl)c1O	5%	7.9%	-11%	-0.6%	-13%	0.9%	i	-2%	-4	-22
COC(=O)/C(C#N)=C/N(C)C	11%	.	0.9%	0.2%	.	.	i	1%	.	.
CN(C)CCCN(C(=O)c1ccc(S(=O)(=O)N2CCc3ccccc32)cc1)c1nc2ccc(F)cc2s1	11%	3.4%	2.5%[50 µM]	0.8%	.	.	.	-8%	.	.

Later entries:
SMILES	SV40 large T antigen	RSV CPE inhibition	UTI89 phage lysis	West Nile virus CPE	XIAP antagonists	ER stress rescue	Yfh1-depleted yeast	NS5 inhibitors	WT yeast gro inh	WT yeast gro inh mutant strain	others
CCOc1ccccc1N=c1oc2cc(O)ccc2cc1C(=O)NCC1CCCO1 (stereo not drawn)	8%	0.0%	1.3%	0.8%	-5.4%	0.8%	i	-1%	-7	-7
COc1ccc(-c2noc3c2-c2nc(-c4ccccc4F)sc2CC3)cc1	16%	0.4%	0.1%	-0.3%	.	.	.	6%	.	.
COc1cc(C(=O)NCC(=O)NCCN2C(=O)S/C(=C\c3ccccc3Cl)C2=O)cc(OC)c1OC	26%	4.7%	0.6%[50 µM]	.	.	.	.	-4%	.	.
Cc1ccc(S(=O)(=O)NCCCNS(=O)(=O)c2ccccc2[N+](=O)[O-])cc1	21%	0.4%	0.2%	-1.3%	.	.	.	1%	.	.
CCOc1ccc2nc(NC(=O)c3ccccn3)sc2c1	2%	-2.0%	0.2%	-0.6%	.	.	i	-1%	.	.
CC(C)n1cc(CN2CCC(C(=O)Nc3cccc(-c4cccc(Cl)c4)c3)CC2)cn1	11%	-1.8%	0.1%	-1.4%	.	.	.	-5%	.	.
CC(C)CC(NC(N)=O)C(=O)OCC(=O)NC(=O)NC1CCCC1 (stereo not drawn)	16%	0.5%	0.7%	0.2%	-4.8%	3.4%	i	1%	-4	-12
Cc1ccc(-c2csc(NC(=O)C3=COCCO3)n2)cc1	3%	21%	-1.4%	-0.4%	-5.1%	-0.4%	i	-5%	18	11
COC(=O)c1nc(-c2ccccc2)oc1N(C)C	25%	-0.1%	0.3%	0.0%	0.1%	.	i	0%	19	17
Cc1sc(NC(=O)CN2C(=O)NC3(CCCC3)C2=O)nc1-c1ccc(F)cc1	-22%	3.7%	1.0%[50 µM]	.	.	.	.	-4%	.	.
Cc1ccc(N2C(=O)c3ccccc3NC2c2ccccc2O)cc1 (stereo not drawn)	0%	0.0%	0.0%	-0.6%	.	.	.	-13%	.	.
CN(C(=O)c1cccc([N+](=O)[O-])c1)c1ccccc1C(=O)NCc1ccccc1	12%	2.5%	0.4%[50 µM]	-0.3%	.	.	.	3%	.	.
Cc1c(C(=O)N2CCCC2)oc2ccc(Br)cc12	22%	4.2%	-0.1%	-0.2%	.	.	.	-5%	.	.
Cc1cc(NC(=O)c2cccs2)n(-c2ccccc2)n1	19%	-1.0%	0.9%	0.0%	-6.9%	0.4%	i	-8%	2	-12	NS5 inhibitors pilot replicate=0.6
COc1cccc(CNC(=O)C2(C)Oc3ccccc3NC2=O)c1 (stereo not drawn)	9%	1.3%	-0.2%	0.8%	-5.7%	-0.9%	i	-2%	-4	-2
O=C(O)C1Cc2c([nH]c3ccccc23)C(c2ccc3c(c2)OCO3)N1 (stereo not drawn)	20%	3.3%	5.0%	-0.2%	-8.0%	-0.3%	i	-2%	-1	4
O=C(NCc1nc2ccccc2[nH]1)C1=C[C@H](C2CC2)C[C@H](OCc2ccc(CO)cc2)O1	3%	3.1%	2.6%	-0.5%	.	.	i	5%	.	.
CCOc1ccc(NC(=O)C/C(C)=N/NC(=O)Cc2ccc(Cl)cc2)cc1	5%	2.5%	0.1%	-0.3%	.	.	.	11%	.	.
CC1(C)CC(=O)C2=C(C1)NC(=O)CC2c1cc2c(cc1Br)OCO2 (stereo not drawn)	7%	-0.4%	0.1%[50 µM]	-0.2%	-0.9%	-0.1%	i	-4%	-11	-9
Cc1ccccc1S(=O)(=O)N1CC(C(=O)O)=CC[C@H]1c1ccc(Cl)cc1	9%	3.2%	-1.7%	.	.	.	.	2%	.	.
CCOC(=O)c1c(CS(=O)(=O)c2ccccc2)n(C)c2cc(Br)c(O)cc12	5%	9.6%	0.8%	-1.3%	.	.	.	-9%	.	.
COc1ccc(Oc2ccccc2/C=C/C(=O)O)cc1	1%	0.8%	0.0%	0.2%	-3.8%	-1.8%	i	-4%	45	2
COc1cccc(NC(=O)COC(=O)CCn2c(C)csc2=O)c1	1%	-1.6%	1.7%[50 µM]	.	.	.	.	-1%	.	.
CC12CCC3c4ccc(O)cc4CCC3C1CCC2=O (stereo not drawn)	12%	52%	1.9%	.	.	.	.	0%	.	.
CCOC(=O)C(=CNc1cccc(C)n1)C(=O)OCC	4%	0.8%	2.2%	.	-1.6%	1.4%	.	-4%	4	23

An excerpt from above in order of number of heavy atoms, smallest number first.
SMILES	SV40 large T antigen	RSV CPE inhibition	UTI89 phage lysis	West Nile virus CPE	XIAP antagonists	ER stress rescue	Yfh1-depleted yeast	NS5 inhibitors	WT yeast gro inh	WT yeast gro inh mutant strain	others
COc1ccc(Oc2ccccc2/C=C/C(=O)O)cc1	1%	0.8%	0.0%	0.2%	-3.8%	-1.8%	i	-4%	45	2
O=C(CNc1ccc(F)cc1)N/N=C1\CCc2ccccc21	12%	-0.3%	-0.1%	0.1%	-3.7%	-0.2%	i	-3%	3	8
Cc1ccc(OCCNC(=O)CCC(=O)N2CCOCC2)cc1	13%	-0.8%	-0.9%	.	.	.	.	-1%	.	.
CCOc1ccc(NC(=O)C/C(C)=N/NC(=O)Cc2ccc(Cl)cc2)cc1	5%	2.5%	0.1%	-0.3%	.	.	.	11%	.	.
CCOc1ccccc1N=c1oc2cc(O)ccc2cc1C(=O)NCC1CCCO1 (stereo not drawn)	8%	0.0%	1.3%	0.8%	-5.4%	0.8%	i	-1%	-7	-7
CC(C)n1cc(CN2CCC(C(=O)Nc3cccc(-c4cccc(Cl)c4)c3)CC2)cn1	11%	-1.8%	0.1%	-1.4%	.	.	.	-5%	.	.

Next records:
SMILES	SV40 large T antigen	RSV CPE inhibition	UTI89 phage lysis	West Nile virus CPE	XIAP antagonists	ER stress rescue	Yfh1-depleted yeast	NS5 inhibitors	WT yeast gro inh	WT yeast gro inh mutant strain	others
CSC1=N/C(=C\c2ccc(F)cc2)C(=O)S1	12%	0.3%	0.0%	0.1%	-8.6%	-1.9%	i	-4%	12	9
COC(=O)CCCC1=CC2=CC(=O)C(C)(OC(=O)c3cccs3)C(=O)C2=CN1C1CC1 (stereo not drawn)	11%	0.4%	-0.8%	0.3%	.	.	i	17%	.	.
NC(=O)Cn1cc(/C=N/NC(=O)c2ccc(Cn3cc(Cl)cn3)o2)c(-c2ccccc2)n1	16%	0.6%	-0.2%	-0.2%	.	.	.	-5%	.	.
OC(COc1ccc2ccccc2c1)Cn1cncn1 (stereo not drawn)	0%	1.0%	0.8%	-0.4%	-2.0%	-2.0%	i	0%	5	-2
NC(=O)c1ccc(-c2nnc(Nc3ccc(S(N)(=O)=O)cc3)c3ccccc23)cc1	0%	-0.1%	-0.3%	0.1%	.	.	.	1%	.	.
COc1cc(C(=O)N2CCN(C)C(C)C2)ccc1OC1CCN(C(C)=O)CC1 (stereo not drawn)	27%	1.7%	0.1%	1.1%	.	.	.	0%	.	.
COc1ccc(C(=O)N/C(=C\c2cn(C)c3ccccc23)C(=O)N2CCOCC2)cc1OC	24%	1.6%	0.0%	0.1%	.	.	.	-7%	.	.
